Assay outcomes from PubChem.
FLuc stim CS – FLuc activators, initial screening, artefact control for FLuc-dependent activation tests, biochemical, ATPlite luminescence. Luciferin 4-monooxygenase (Photinus pyralis), P08659. ATPlite luciferase biochemical, 10 min; 0 = ATP-free wells, 1 = DMSO control. activation factor at 10 µM. 200,000 tested, under 10 active;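 active = luciferase activation factor, scaled between plate controls, of at least 2 with compound at 10 µM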
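Material: luciferase plus luciferin reagent, cell-free. Medium: PBS buffer for ATP. Also added: ATP substrate, dispensed from a 10.24 µM working solution in PBS. Doses: test compounds dosed from 2 mM stocks in 100% DMSO. Incubation: 10 min post-reagent at room temperature. Technique: light output (luminescence). Read-out basis: luminescence gain marking luciferase activators.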
STAT3 act – IL-6 driven STAT3 reporter potentiators, primary screen, U3A cells, luciferase, luminescence, MLSCN library | IL-6 STAT3-luciferase reporter; 100% = signal with IL-6 EC80 alone | activation (% of control), % at 5.6 µM | actives 0.91% (n = 190,000) | AID 871, 2007;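 active = activation above the screen-wide mean of compound activation plus 3 SD, cut at about 130% in these data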;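 note: 0% = background luminescence of wells with medium and substrate only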
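System – human U3A cells carrying STAT3-luciferase construct · Probe or stimulus – Interleukin-6, 33 ng/mL · Schedule – compound 1 h, then IL-6 6 h at 37 °C · Signal – luminescence from STAT3-driven luciferase reporter · Evaluation – percent of IL-6-only median luminescence · Benchmarks – IL-6-only high control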
ROMK mod – ROMK potassium channel modulators, primary screen, cell-based, thallium flux, MLSMR library; ATP-sensitive inward rectifier potassium channel 1 (Homo sapiens), P48048; Tet-inducible ROMK, thallium flux fluorescence; actives lie on both sides; B-score at 10 µM; actives 2% (n = 130,000); AID 1918, 2009;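 active = signal ratio slope over the read window, or its plate-corrected B-score, at least 3 SD from the plate mean, either direction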;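 note: B-score of the F/F0 ratio slope over 7 to 12 s after thallium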
Target sequence (P48048 whole entry, looked up): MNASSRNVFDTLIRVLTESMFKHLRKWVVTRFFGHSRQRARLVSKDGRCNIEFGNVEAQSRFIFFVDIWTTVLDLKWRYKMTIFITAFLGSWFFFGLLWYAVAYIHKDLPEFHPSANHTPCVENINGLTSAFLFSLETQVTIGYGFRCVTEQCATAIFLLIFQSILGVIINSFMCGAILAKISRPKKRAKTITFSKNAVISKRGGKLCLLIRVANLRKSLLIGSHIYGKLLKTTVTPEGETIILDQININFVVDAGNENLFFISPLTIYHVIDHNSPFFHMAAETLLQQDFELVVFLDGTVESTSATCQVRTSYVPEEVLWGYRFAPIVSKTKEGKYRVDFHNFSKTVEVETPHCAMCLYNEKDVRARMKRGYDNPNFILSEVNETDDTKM
STAT1 blocker – STAT1 signaling inhibitors, primary screen, cell-based, HTS, luciferase reporter. NIH 3T3 STAT1-luciferase reporter, IFN-gamma, luminescence. inhibition, % at 5.5 µM. actives 0.35% (n = 200,000);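 active = inhibition above a set limit, the mean inhibition across all tested compounds plus 3 SD, cut at about 34% in these data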;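 note: 0% = IFN-gamma with DMSO and 100% = IFN-gamma with 300 µM nifuroxazide; values of inactives mirror those of a sister screen read the other way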
APP transl inh – inhibitors of APP translation via 5'UTR reporter, primary screen, APP 5'UTR luciferase, SH-SY5Y cells | SH-SY5Y APP 5'UTR-luciferase reporter, luminescence | inhibition, % at 2 µM | actives 0.82% (n = 190,000) | AID 1285, 2008;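 active = inhibition above a set limit, derived from the sample mean plus 3 SD, cut at about 45% in these data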; note: values of inactives mirror those of a sister screen read the other way
FLuc inhib CS – firefly luciferase enzyme inhibitors, primary screen, artefact control for luciferase-based inhibitor screens, biochemical, luminescence, ATPLite; Luciferin 4-monooxygenase (Photinus pyralis), P08659; 10 min; inhibition, % at 10 µM; actives 1.5% (n = 200,000);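 active = inhibition above about 50% when tested at 10 µM, limit read from the data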
APP 5'UTR act – activators of APP 5'UTR luciferase reporter, primary screen, SH-SY5Y cells; SH-SY5Y APP 5'UTR luciferase reporter, luminescence; zero percent = DMSO vehicle wells; activation, % at 2 µM; actives 1% (n = 190,000); AID 1276, 2008;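 active = activation above a set limit, based on mean plus 3 SD of controls, cut at about 140% in these data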; note: values of inactives mirror those of a sister screen read the other way
STAT1 act – STAT1 signaling activators, primary screen, cell-based, HTS, luciferase reporter | NIH 3T3 STAT1-luciferase reporter, IFN-gamma, luminescence; 100% = IFN-gamma alone, no compound | activation (% of control), % at 5.5 µM | actives 2.6% (n = 200,000) | AID 932, 2007;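 active = activation above the screen-wide mean activation plus 3 SD, cut at about 130% in these data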;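 note: raw ratio to IFN-gamma control signal so 100% means no change and 0% no light; values of inactives mirror those of a sister screen read the other way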
NF-kB expr up – activators of NF-kB expression in neurons, primary screen, cell-based, HTS; human neuronal cells, NF-kB reporter expression; hits give high values; fold change at 12.5 µM; actives 1.6% (n = 190,000); in the data active = fold change above about 3.3
STAT3 blocker – IL-6 driven STAT3 reporter inhibitors, primary screen, U3A cells, luciferase, luminescence, MLSCN library | IL-6 STAT3-luciferase reporter; host cell line lacks STAT1 | inhibition, % at 5.5 µM | actives 0.89% (n = 190,000);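 active = inhibition above the mean inhibition across all screened compounds plus 3 SD, cut at about 44% in these data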;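 note: 0% = DMSO only wells and 100% = 100 µM nifuroxazide control wells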
Active calls of the source: *; · = no result given. No enrichment for hits, and some 7.1% of all compounds hit somewhere here.

Order of values – STAT1 act	STAT1 blocker	STAT3 blocker	STAT3 act	APP transl inh	FLuc inhib CS	NF-kB expr up	FLuc stim CS	ROMK mod	APP 5'UTR act
- O=C(NC1CCCCC1)C(c1ccc(F)cc1)N(Cc1ccccc1)C(=O)CN1C(=O)c2ccccc2S1(=O)=O (configuration not stated)
→ 94	7	7	93	11	-4	1.2	1	0.02	-11
- NC(=O)CSc1nnc(-c2ccncc2)n1-c1ccc(Cl)cc1
→ 100	-1	8	100	·	-3	1.1	1	·	·
- O=C1c2ccccc2NC(c2ccc3c(c2)OCCO3)N1c1ccc2c(c1)OCCO2 (configuration not stated)
→ 119	-19	24	85	-85	18	4.4*	0.8	·	85
- CCC(=O)Nc1ccc(N2CCN(Cc3ccccc3F)CC2)cc1
→ 109	-10	6	99	3	2	3	1	-0.43	-3
- O=C(COc1cccc2c1CCN(Cc1ccccc1)C2=O)NCc1ccco1
→ 100	1	-3	104	8	-3	0.71	1	-0.62	-8
- COc1ccc(-c2nnc(NC(=O)C(C)C)s2)c(OC)c1
→ 133*	-37	24	87	-17	20	1.4	0.8	·	17
- NCCCNc1ccc([N+](=O)[O-])cc1C(F)(F)F
→ 98	1	10	95	-11	-9	0.98	1.1	-8.3*	11
- Cc1nn(Cc2ccc(C(=O)N3CCOCC3)o2)c(C)c1Br
→ 102	-3	23	82	-1	-7	1.1	1.1	-0.17	1
- Cc1ccccc1-n1c(SC/C(O)=C(\C#N)c2nc3ccccc3[nH]2)nnc1-c1ccncc1
→ 90	9	-35	133*	8	-5	0.56	1.1	·	-9
- Fc1ccccc1N1CCN(c2nnnn2-c2ccccc2)CC1
→ 98	2	10	98	7	-2	1.4	1	-0.87	-7
- COc1cccc(NC(=O)CSC(N)=O)c1
→ 110	-11	-11	108	7	2	1.4	1	-1.3	-7
- COc1ccc2c(c1)c(=O)c(C(=O)c1ccc(C)cc1)cn2CC(=O)Nc1ccc(F)cc1
→ 109	-10	0	100	3	-6	0.93	1.1	0.028	-3
- O=C1CSC(=O)N1CC(O)COc1ccc(Cl)cc1 (configuration not stated)
→ 120	-22	-3	109	4	-3	1.7	1	·	-4
- Cn1c(CCCNC(=O)c2ccccc2)nc2ccccc21
→ 101	-2	4	99	-14	-3	1.3	1	-0.027	14
- O=C1Oc2ccccc2C2(O)C3CCCCCC3C12 (configuration not stated)
→ 101	-1	-1	105	-2	-5	0.97	1.1	·	1
- CCCC1c2ccc(C)n2CCN1C(=O)Nc1ccccc1Cl (configuration not stated)
→ 111	-14	9	96	-25	12	1.9	0.9	-2.2	25
- COc1ccc(C(c2sc3nc(C)nn3c2O)N2CCCCC2)cc1 (configuration not stated)
→ 100	1	-3	107	0	-8	1.3	1.1	·	0
- S=c1[nH]nc(-c2cccnc2)n1/N=C/C=C/c1ccccc1
→ 106	-6	16	91	12	4	1.8	1	·	-12
- CCn1cc(C(=O)OCC(=O)c2cc(C)n(-c3ccc(OC(F)F)cc3)c2C)c(=O)c2ccc(C)nc21
→ 101	-1	-19	116	-17	0	1.1	1	-3.2*	17
- O=C(Cn1nnc2c(cnn2-c2ccc(F)cc2)c1=O)OC1CCCCC1
→ 98	2	9	94	13	-4	1.2	1	1.8	-13
- O=C(NNC(=O)C1CC1c1ccccc1)c1cccc([N+](=O)[O-])c1 (configuration not stated)
→ 109	-10	3	100	-6	-3	1.1	1	-0.3	6
- Cc1ccc(NC(=O)CCCN2C(=O)/C(=C/C=C/c3ccccc3)SC2=S)cc1
→ 104	-4	-8	110	17	-8	1.4	1.1	1.3	-17
- Cc1ccc(NC(=O)CN2CCN(S(=O)(=O)c3cccs3)CC2)cc1S(=O)(=O)N(C)C
→ 103	-2	2	99	7	0	0.97	1	0.11	-7
- COc1ccc(S(=O)(=O)N2CCCC2)c(Cl)c1Cl
→ 101	-2	5	107	2	1	1	1	-0.0071	-2
- O=C1CC(=C2c3ccccc3-c3ccccc32)C(=O)N1CCN1CCN(c2ccccc2)CC1
→ 85	8	-3	104	-4	·	·	·	-0.2	4
- COc1ccc(N2C(=O)CSC(c3ccccc3)C2=O)cc1 (configuration not stated)
→ 85	15	6	100	-20	-3	1.4	1	0.55	20
- COCCNC(=O)CN(c1ccc(C)cc1)S(=O)(=O)c1ccc(SC)cc1
→ 95	6	25	84	1	-10	1.1	1.1	·	-1
- CCNC(=S)N/N=C/c1ccc(OCc2ccc(C(=O)OC)cc2)cc1
→ 93	8	2	101	-7	-1	1.6	1	0.11	7
- CCN(C(=O)COc1cccnc1[N+](=O)[O-])C1CCS(=O)(=O)C1 (configuration not stated)
→ 106	-6	-3	103	2	-5	1.2	1	1.5	-2
- CC(C)(C)c1ccc(CN2N=Nc3ccccc3S2(=O)=O)cc1
→ 100	0	-9	110	-12	-5	0.99	1.1	·	12
- Cc1csc(NC(=O)CSc2nnc(-c3ccncc3)n2C)n1
→ 95	5	-7	108	8	-2	2.9	1	0.42	-8
- N#Cc1c(NC(=O)CCN2C(=O)c3ccccc3C2=O)oc(-c2ccccc2)c1-c1ccccc1
→ 97	3	17	92	7	-8	1.2	1.1	0.94	-7
- COc1cccc(CC(NC(C)=O)C(=O)NC2CCN(c3c4c(nc5ncnn35)CCC4)CC2)c1 (configuration not stated)
→ 95	6	0	103	-3	·	·	·	1.7	3
- CN(Cc1ccccc1)c1ccc(S(=O)(=O)N2CCC(C(=O)O)CC2)cc1[N+](=O)[O-]
→ 99	1	1	101	-20	-3	1	1	0.054	20
- CCOc1cc(C(=S)N2CCOCC2)ccc1OS(=O)(=O)c1ccc(NC(C)=O)cc1
→ 86	15	58*	56	3	-10	0.66	1.1	·	-3
- O=C(CN1C2CCC1CC(NC(=O)NC1CCCCC1)C2)NC1CC1 (configuration not stated)
→ 104	-5	6	102	1	-9	0.95	1.1	-0.98	-1
- CCCCNC(=S)NNC(=O)c1nn(C)c(C)c1Cl
→ 103	-3	14	90	-10	-2	1.7	1	0.11	10
- COc1ccc(CCCC(=O)NC2CCCCC2C)c(C)c1 (configuration not stated)
→ 100	0	1	103	-10	0	1.1	1	-0.76	10
- CCNc1nc(NCC)n2c(SCC(=O)c3ccccc3F)nnc2n1
→ 92	8	6	97	13	-6	1.4	1.1	0.46	-13
- Cn1c(=O)c2cc(S(=O)(=O)NC(C(=O)N3CCCCCC3)c3ccccc3)ccc2n(C)c1=O (configuration not stated)
→ 100	0	5	104	3	-1	1	1	·	-3
- CC(=O)C1C(=O)CC(C)(O)C(C(C)=O)C1c1ccccc1 (configuration not stated)
→ 98	2	14	98	-6	0	1.4	1	-0.28	6
- Cc1cccc(CSC(Nc2ccc(F)cc2)=C(C#N)C#N)c1
→ 79	24	21	82	48*	-6	0.35	1.1	-0.17	-48
